# GIRK2 activator = Activates human GIRK2-containing potassium channels | P48051 | HEK293 GIRK2/NPY4 cells, thallium flux fluorescence | activation (% efficacy), % for hits at 37.5 µM | 34,000 tested, under 10 active | AID 1259324;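 active = primary screen hit, no activity in plain HEK293 cells, and in GIRK2-only cells above 5% efficacy rising with concentration; inactive = the rest, including fluorescent compounds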;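 note: efficacy is normalized control-subtracted fluorescence 15 s after thallium addition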
# Target sequence (P48051 whole entry, looked up): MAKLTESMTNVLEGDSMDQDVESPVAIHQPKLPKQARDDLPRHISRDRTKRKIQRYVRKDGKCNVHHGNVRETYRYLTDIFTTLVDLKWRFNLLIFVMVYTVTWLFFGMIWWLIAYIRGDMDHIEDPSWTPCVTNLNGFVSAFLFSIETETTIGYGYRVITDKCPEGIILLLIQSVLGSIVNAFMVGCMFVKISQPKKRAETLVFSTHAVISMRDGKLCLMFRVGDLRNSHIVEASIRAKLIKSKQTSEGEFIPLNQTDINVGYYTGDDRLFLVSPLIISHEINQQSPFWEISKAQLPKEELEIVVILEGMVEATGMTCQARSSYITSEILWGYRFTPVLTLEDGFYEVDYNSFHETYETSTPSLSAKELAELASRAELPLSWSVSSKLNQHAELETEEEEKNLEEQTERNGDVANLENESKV
# Calls only; i = inactive. Only part of the results is shown. The share of hits here may be higher or lower than overall.
# The first two compounds, ahead of the listing:
compound | GIRK2 activator
O=C(Cc1ccccc1Cl)NCC(O)c1ccsc1 (configuration not stated) | i
O=C(Nc1cccs1)N1CCN(Cc2nc(-c3ccccc3)cs2)CC1 | i

# All compounds of this part, previewed entries included:
compound | GIRK2 activator
O=C(Cc1ccccc1Cl)NCC(O)c1ccsc1 (configuration not stated) | i
O=C(Nc1cccs1)N1CCN(Cc2nc(-c3ccccc3)cs2)CC1 | i
COCCCNc1oc(-c2ccc(S(=O)(=O)N3CCC(C)CC3)cc2)nc1C#N | i
COCCNc1oc(-c2ccc(S(=O)(=O)N3CCC(C)CC3)cc2)nc1C#N | i
O=C(Cc1csc(NC(=O)c2ccc(=O)[nH]c2)n1)Nc1ccc2c(c1)OCCO2 | i
COc1ccc(CNC(=O)C(=O)NCC(c2ccc(F)cc2)N2CCOCC2)cc1 (configuration not stated) | i
O=C(CN1C(=O)c2ccccc2S1(=O)=O)Nc1ccc(Cl)c([N+](=O)[O-])c1 | i
CCn1c2ccc(OC)cc2c2nc3ccccc3nc21 | i
Cn1cccc1C(CNC(=O)C(=O)Nc1cccc(C(F)(F)F)c1)N1CCOCC1 (configuration not stated) | i
COc1cccc2cc(C(=O)NCC(C)(O)c3ccc(-c4ccccc4)cc3)oc12 (configuration not stated) | i
CNC(=O)C(=O)NCC1CCN(CCOC)CC1 | i
Cc1ccc2c(CC(=O)NCCCn3ccnc3)cc(=O)oc2c1 | i
CCn1c(=O)c(C(=O)Nc2cccc(OC)c2)c(O)c2ccccc21 | i
COc1ccc(NC(=O)CCCn2nc(-c3ccc(F)cc3)ccc2=O)cc1 | i
Cc1ccc(C(=O)Cn2nc(-c3ccco3)c3sc(N4CCOCC4)nc3c2=O)cc1 | i
Cc1sc(NC(=O)c2ccccc2F)c(CN2CCCCC2)c1C | i
CCS(=O)(=O)N1CCC2(CC1)NC(=O)N(Cc1ccc(F)cc1)C2=O | i
CSc1nc(=O)n(CCO)c2c1CCCC2 | i
Cc1ccc(NC(=O)Cn2cnc3c(sc4cccc(F)c43)c2=O)cc1 | i
Cc1ccc(S(=O)(=O)Nc2ccccc2-c2nc3ccccc3[nH]2)cc1 | i

# Continued:
compound | GIRK2 activator
CC(=O)N1CCN(C(=O)C(=O)Nc2c3c(nn2C(C)(C)C)CS(=O)(=O)C3)CC1 | i
CCOc1ccccc1C(=O)NCC(C)(O)CCSC (configuration not stated) | i
Cc1cc(NC(=O)c2sccc2S(=O)(=O)N(C)c2ccccc2)ccc1Br | i
CCCCNC(=O)/C=C/c1cc(OC)ccc1OC | i
CN1C(=O)N(C)C2(CCN(S(=O)(=O)c3ccc(C(F)(F)F)cc3)CC2)C1=O | i
COc1ccccc1-c1ccc(N2CCC(C(=O)NC3CCCCCC3)CC2)nn1 | i
CC(C)c1ccc(NC(=O)Cc2nnc(-c3ccsc3)o2)cc1 | i
COCCN1CCC(CNC(=O)C(=O)NCc2ccccc2)CC1 | i
CCCN1C(=O)NC2(CCN(S(=O)(=O)c3ccc(C)cc3)CC2)C1=O | i
N#C/C(=C\N1CCN(Cc2ccc3c(c2)OCO3)CC1)C(=O)Nc1ccccc1 | i
Cc1cc(=O)[nH]c2cc(NC(=O)COc3ccc(Cl)cc3)ccc12 | i
CCN1CCc2nc(-c3ccccc3)n(CC(=O)Nc3cccc(SC)c3)c(=O)c2C1 | i
CCn1ccc(C(=O)Nc2ccc(C)cc2C(=O)c2ccccc2)n1 | i
O=C(CCc1ccccc1)N(CCN1CCOCC1)c1nc2c(F)cc(F)cc2s1 | i
Cc1ccc(Oc2ccc(C(=O)NCc3cccnc3)cc2)nn1 | i
CCOC(=O)CCC(=O)NNC(=O)c1cccn(Cc2ccc(Cl)c(Cl)c2)c1=O | i
NS(=O)(=O)c1ccc(C(=O)N2CCN(c3ccc(-c4ccccc4)nn3)CC2)cc1 | i
O=C(NCC(c1ccco1)N1CCOCC1)c1ccsc1 (configuration not stated) | i
Cc1c(C(=O)N2CCCCC2)c(C(F)(F)F)nn1-c1ccccc1 | i
Cc1cc(N2CCN(C(=O)c3nccc(C)n3)CC2)nc(NC2CCCCC2)n1 | i

# Reprinted from the results shown for reference:
compound | GIRK2 activator
CCCCNC(=O)/C=C/c1cc(OC)ccc1OC | i
CN1C(=O)N(C)C2(CCN(S(=O)(=O)c3ccc(C(F)(F)F)cc3)CC2)C1=O | i
COc1ccccc1-c1ccc(N2CCC(C(=O)NC3CCCCCC3)CC2)nn1 | i
CC(C)c1ccc(NC(=O)Cc2nnc(-c3ccsc3)o2)cc1 | i
COCCN1CCC(CNC(=O)C(=O)NCc2ccccc2)CC1 | i
CCCN1C(=O)NC2(CCN(S(=O)(=O)c3ccc(C)cc3)CC2)C1=O | i
N#C/C(=C\N1CCN(Cc2ccc3c(c2)OCO3)CC1)C(=O)Nc1ccccc1 | i

# Later entries:
compound | GIRK2 activator
CN(C)c1nc2c(c(=O)n(C)c(=O)n2C)n1CC(O)COc1ccc2ccccc2c1 (configuration not stated) | i
CCc1ccc(S(=O)(=O)NCCNc2cc(N3CCOCC3)nc(C)n2)cc1 | i
COc1ccc(Cl)cc1C(=O)NCCOc1ccc2nnc(-c3ccc(F)cc3)n2n1 | i
COc1ccc(-c2cc(CC(=O)NCCN(C)C)no2)cc1OC | i
Cc1ccc(-c2ncc(C#N)c(=O)n2CC(=O)N2CCN(c3ccccc3)CC2)cc1 | i
COC(=O)c1ccc(C(=O)NCC2(O)CCOCC2)cc1 | i
COc1cc(-c2nnc(NC(=O)c3ccn(C)n3)o2)cc(OC)c1OC | i
O=S(=O)(NCC1(O)CCOc2ccccc21)c1ccccc1Br (configuration not stated) | i
COc1ccc(/C=C/C(=O)N(CC2CCCO2)c2nc3c(F)cccc3s2)cc1OC (configuration not stated) | i
Cc1ccc(-n2ncc3c(=O)n(NC(=O)c4ccccc4C(F)(F)F)cnc32)cc1 | i
COc1cccc(-c2ccc(=O)n(CCCC(=O)Nc3ccccc3)n2)c1 | i
NC(=O)C1Cc2ccccc2N1C(=O)NC1CCCCC1 (configuration not stated) | i
Cc1nnsc1C(=O)Nc1ccc(CC(=O)NCC(F)(F)F)cc1 | i
CC(C)Cn1c(=O)c2nscc2n(CC(=O)NCc2ccc(Cl)cc2)c1=O | i
COC(=O)c1ccc(NC(=O)C(=O)NCC2CCN(C(=O)OC)CC2)cc1 | i
CCCOc1ccc(N2CCN(C(=O)c3ccccc3)CC2)nn1 | i
O=C(NCC1CCN(C(=O)c2ccccc2F)CC1)C1c2ccccc2Oc2ccccc21 | i
O=C(Cc1cc(-c2ccc3c(c2)OCCO3)on1)NC1CC1 | i
CSc1ccccc1C(=O)NCC1CCN(C(=O)Nc2ccc(F)cc2)CC1 | i
CCn1c(SCC(=O)Nc2ccc(F)cc2F)nnc1-c1cn(C)nc1OC | i

# Remaining list, next part:
compound | GIRK2 activator
COc1ccc(C(=O)CSc2nc(CC(=O)NCc3nc(-c4ccccc4)no3)cs2)cc1 | i
Cc1cc(-c2nnc(NC(=O)CCCS(=O)(=O)c3ccc(Cl)cc3)o2)n(C)n1 | i
CCNc1cc(NCCNC(=O)Nc2cc(Cl)ccc2OC)nc(C)n1 | i
CC(C)(C)c1ccc(OCCCC(=O)Nc2nccs2)cc1 | i
O=C(c1cccc(-n2cnnn2)c1)N1CCC(c2nnc(-c3ccco3)s2)CC1 | i
O=C(c1ccc2nsnc2c1)N(CCc1ccccc1)Cc1ccccn1 | i
NC(=O)C1Cc2ccccc2N1C(=O)NCCc1ccccc1 (configuration not stated) | i
O=C(O)C1(c2ccccc2)CCCC1 | i
Oc1cccc(C2=NN3C(C2)c2ccccc2OC3c2ccncc2)c1 (configuration not stated) | i
Cc1cc(C)cc(NC(=O)Cn2nc3ccc(C(=O)Nc4cccc(C)c4)cn3c2=O)c1 | i
Cc1nc(NCCNC(=O)Nc2ccc(Cl)c(C(F)(F)F)c2)cc(-n2cccn2)n1 | i
CCCCC(=O)Nc1cc(-c2cn3nc(OC)ccc3n2)ccc1C | i
COc1ccc(C2c3cccn3CCN2S(=O)(=O)c2ccc(F)cc2)cc1OC (configuration not stated) | i
c1ccc(COCC2CCN(Cc3ccccc3)CC2)cc1 | i
Cc1ccc(SCC2CSc3nc(=O)c4c(C)c(C)sc4n32)cc1 (configuration not stated) | i
COC(=O)Cn1c(=NC(=O)c2ccnn2C)sc2cc(OC)c(OC)cc21 | i
Oc1ccc(Br)c(C(=S)N2CCOCC2)c1 | i
CN(C)C(CNC(=O)C1(c2cccs2)CCCC1)c1ccsc1 (configuration not stated) | i
COc1ccc(CCNC(=O)N2CCN(CCn3nc(C)cc3C)CC2)cc1 | i
COc1ccc2nc(NC(=O)c3nn(C)cc3C)sc2c1 | i

# (list continues)
compound | GIRK2 activator
COc1cccc2cc(C(=O)NCCc3csc4nc(-c5cccs5)nn34)oc12 | i
COc1ccc(S(=O)(=O)Nc2ccc(CC(=O)NC3CC3)cc2)c(C)c1 | i
Cn1ccnc1N1CCN(C(=O)c2ccco2)CC1 | i
O=C(C1CC1)N1CCc2ccc(NS(=O)(=O)c3ccc(Cl)cc3)cc21 | i
COCCn1c(SCc2ccc(Cl)cc2)nc2cc(C(=O)NC(C)C)ccc2c1=O | i
O=C(NCC(c1ccco1)N1CCc2ccccc2C1)NC1CCCCC1 (configuration not stated) | i
CC(=O)Nc1ccc2scnc2c1 | i
CN(C(=O)CN(Cc1ccc(Cl)cc1)S(=O)(=O)c1cccnc1)c1ccccc1 | i
O=C(CS(=O)(=O)Cc1ccccc1)Nc1nnc(-c2ccco2)o1 | i
CC(C)(C)c1ccc(C(=O)NCCC(O)c2cccs2)cc1 (configuration not stated) | i
Cc1cc(NC(=O)C(=O)NC2CCCC2)ccc1N1CCCC1=O | i
COc1ccc(NC(=O)C(=O)NCC2CCN(C(C)C)CC2)cc1OC | i
CC(C)(C)CC(=O)Nc1ccc(N2CCCCS2(=O)=O)cc1 | i
O=C(NCc1n[nH]c(=O)c2ccccc12)Nc1c(F)cccc1F | i
COC(=O)c1ccc2c(=O)n(CCCCCC(=O)O)c(=S)[nH]c2c1 | i
COCCNc1oc(-c2ccc(S(=O)(=O)N(C)Cc3ccccc3)cc2)nc1C#N | i
COc1ccc(-c2coc3c4c(ccc3c2=O)OCN(c2ccc(F)cc2F)C4)cc1OC | i
CN(C)C(CNC(=O)c1ccc2ccccc2c1)c1cccs1 (configuration not stated) | i
CCCNC(=O)Cn1nc2c(c1NC(=O)C1(c3ccc(Cl)cc3)CCCC1)CSC2 | i
CC(C)S(=O)(=O)c1ccc(CC(=O)N2CC(c3nc(-c4cccc(C(F)(F)F)c4)no3)C2)cc1 | i

# (further entries)
SMILES,GIRK2 activator
CC1CCN(c2ncc3c(=O)n(CC(=O)Nc4cccc(Cl)c4)cnc3n2)CC1,i
O=C(Nc1ccc2c(c1)OCO2)N1CCC(c2nc3ccccc3[nH]2)CC1,i
Cc1nn(C2CCS(=O)(=O)C2)c(C)c1CC(=O)Nc1cccc(-c2nc3ccccc3o2)c1 (configuration not stated),i
Cc1ccc(S(=O)(=O)CCCC(=O)Nc2sc3c(c2C(N)=O)CCCC3)cc1,i
CCOC(=O)c1cn[nH]c1S(=O)(=O)Nc1ccc(C)cc1Cl,i
Cn1nc(NC(=O)COc2ccc(F)cc2)c2c1NC(=O)CC2c1ccccc1 (configuration not stated),i
O=C(CSc1ncnc2c1[nH]c1ccccc12)Nc1ccccc1Br,i
COCCn1c(C(=O)Nc2ccccc2)cc2c(=O)n(C)c(=O)n(C)c21,i

# New compounds follow.
SMILES,GIRK2 activator
CCc1cnc2c(c1NCCc1ccc(S(N)(=O)=O)cc1)c(=O)n(C)c(=O)n2C,i
Cn1nnc2c(N3CCN(C(=O)C45CC6CC(CC(C6)C4)C5)CC3)ncnc21,i
O=C(NCC(=O)N1CCOC(c2ccccc2)C1)c1ccc(F)c(F)c1 (configuration not stated),i
COc1ccc(S(=O)(=O)NCC2CCN(C(C)C)CC2)c(C)c1,i
COCCNC(=O)C(=O)Nc1ccc(N2CCCC2=O)c(C)c1,i
CCOC(=O)c1ccccc1NC(=O)CSc1nnc(-c2ccncc2)o1,i
CCn1ccc(C(=O)Nc2nc3c(s2)COc2ccccc2-3)n1,i
Cc1c(C(=O)NCC2CCCO2)nnn1-c1ccc(Br)cc1 (configuration not stated),i

# New compounds follow:
SMILES,GIRK2 activator
O=C(C1CCCCC1)N(Cc1ccsc1)Cc1ccccn1,i
NC(=O)C1Cc2ccccc2N1C(=O)c1ccc(S(=O)(=O)N2CCOCC2)cc1 (configuration not stated),i
CCOC(=O)c1c(SCC(=O)Nc2cccc(C(F)(F)F)c2)nc(=O)[nH]c1C,i
Cc1ccc(S(=O)(=O)c2ccc(C(=O)NCc3ccc4c(c3)OCO4)cn2)cc1C,i
O=C(NCC1(O)CCOCC1)C1COc2ccccc2O1 (configuration not stated),i
COCCn1c(=NC(=O)c2ccnn2C)sc2cc(NC(C)=O)ccc21,i
COc1ccccc1NC(=O)c1nn(-c2ccc(F)cc2)cc1OCc1ccccc1,i
COc1ccc2nc(-c3ccc(NC(=O)c4ccc(C(F)(F)F)cc4)cc3)cn2n1,i

# New compounds follow
SMILES,GIRK2 activator
c1ccc(-n2ncc3c2ncn2nc(-c4cccs4)nc32)cc1,i
Cc1nnc(NC(=O)c2nn(-c3ccc(F)cc3)cc2OCc2ccccc2)s1,i
COc1ccc(CC(=O)Nc2cc(-c3cn4nc(OC)ccc4n3)ccc2F)cc1,i
CC(C)c1nccn1CC1CCNCC1,i
O=c1oc2c3c(ccc2cc1-c1ccccc1)OCN(Cc1ccco1)C3,i
COc1ccccc1CNC(=O)C(=O)Nc1ccc(Cl)c(N2CCCS2(=O)=O)c1,i
CC(C)CC(=O)Nc1ccc(S(=O)(=O)N2CCN(c3cnccn3)CC2)cc1,i
Cc1ccc(NC(=O)c2coc(NC(=O)c3ccsc3)n2)cc1F,i
CS(=O)(=O)N1CCCC(C(=O)Nc2nc3c(s2)CCc2ccccc2-3)C1 (configuration not stated),i
Cc1cc(C(=O)Nc2cc(-c3cccs3)nn2CCO)no1,i
COc1cccc(C(=O)NCCOc2ccc(F)cc2)c1OC,i

# Some of these compounds in order of molar mass, highest first:
SMILES,GIRK2 activator
Cc1nnc(NC(=O)c2nn(-c3ccc(F)cc3)cc2OCc2ccccc2)s1,i
CS(=O)(=O)N1CCCC(C(=O)Nc2nc3c(s2)CCc2ccccc2-3)C1 (configuration not stated),i
Cc1cc(C(=O)Nc2cc(-c3cccs3)nn2CCO)no1,i

# Source: PubChem BioAssay
